# Screening data from PubChem.
# Rv3671c protease: inhibitors of M. tuberculosis serine protease Rv3671c | AID 2606 | P9WHR9 | inhibition, % at 5.96 µM | 0.048% of 320,000 active; in the data active = inhibition above about 38%;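 also: extracellular domain of Rv3671c used as enzyme; 0% = enzyme with DMSO and 100% = no enzyme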
# CCHF vOTU inh: CCHFV vOTU protease inhibition; Pep-AMC fluorescence; inhibition, % at 11.5 µM; 0.55% of 370,000 active; also: 0% = vehicle wells with enzyme and 100% = no enzyme wells
# GDH-TPI inh: GDH-TPI coupled enzyme inhibition counter-screen | GDH-TPI coupled enzyme counterscreen, NADH absorbance | inhibition, % at 4.8 µM | 1.2% of 360,000 active | AID 588335;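 also: 0% = DMSO wells and 100% = wells lacking the enzyme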
# UGM FP inh: blocks M. tuberculosis UGM enzyme; P9WIQ1; 0.06% of 320,000 active; purified UGM, fluorescence polarization probe displacement; inhibition, % at 10 µM; AID 504406; in the data active = inhibition above about 10%, passing the limit was not always enough; inconclusive = no clear call, values can overlap the other calls
# Target sequence (P9WIQ1 whole entry, looked up): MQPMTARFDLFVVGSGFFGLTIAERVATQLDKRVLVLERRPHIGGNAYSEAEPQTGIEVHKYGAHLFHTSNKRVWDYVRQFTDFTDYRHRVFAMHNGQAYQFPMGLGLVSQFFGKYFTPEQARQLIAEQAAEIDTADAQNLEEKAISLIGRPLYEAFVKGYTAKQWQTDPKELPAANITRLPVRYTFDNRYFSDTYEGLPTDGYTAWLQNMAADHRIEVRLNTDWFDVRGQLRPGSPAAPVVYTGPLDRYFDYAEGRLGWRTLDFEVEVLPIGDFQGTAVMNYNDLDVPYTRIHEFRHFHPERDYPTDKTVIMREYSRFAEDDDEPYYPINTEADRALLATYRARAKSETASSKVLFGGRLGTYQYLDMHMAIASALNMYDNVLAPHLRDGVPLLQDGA
# FadD28 binding: blocks FadD28 binding to the bisubstrate probe. fluorescence polarization. inhibition, % at 12.5 µM. 0.22% of 360,000 active; in the data active = inhibition above about 8.5%, passing the limit was not always enough; inconclusive = no clear call, values can overlap the other calls
# BoNT F protease: inhibitors of Botulinum neurotoxin F light chain protease; Multiplex microsphere protease cleavage assay, flow cytometry; inhibition, % at 10 µM; 0.22% of 360,000 active; AID 588497; in the data active = inhibition above about 35%, passing the limit was not always enough; inconclusive = no clear call, values can overlap the other calls; also: plate controls were buffer without enzyme for full effect and enzyme alone for no effect
# MazEF act: increases E. coli MazEF RNase cleavage of RNA. P0AE70. FAM/BHQ RNA-DNA oligo cleavage fluorescence, 5 h. activation, % at 20 µM. 0.32% of 350,000 active; in the data active = activation above about 50%
# Target sequence (P0AE70 whole entry, looked up): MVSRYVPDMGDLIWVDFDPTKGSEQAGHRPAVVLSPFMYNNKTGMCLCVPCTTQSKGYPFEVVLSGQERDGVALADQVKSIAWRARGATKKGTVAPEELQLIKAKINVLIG
# DUSP3 inh: blocks human VHR1 dual specificity phosphatase; P51452; inhibition, % at 13.3 µM; recombinant VHR phosphatase, pNPP absorbance; 0.52% of 290,000 active; AID 1654; in the data active = inhibition above about 50%; also: some compounds called inactive have numbers as strong as hits
# Target sequence (P51452 whole entry, looked up): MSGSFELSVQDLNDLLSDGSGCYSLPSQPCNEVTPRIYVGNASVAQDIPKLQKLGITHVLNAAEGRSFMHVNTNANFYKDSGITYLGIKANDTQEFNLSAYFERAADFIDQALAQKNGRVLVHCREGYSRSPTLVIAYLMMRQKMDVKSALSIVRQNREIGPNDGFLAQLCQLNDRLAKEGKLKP
# Mtb BioA inh: inhibitors of Mycobacterium tuberculosis BioA enzyme; purified M. tuberculosis BioA enzyme, plate reader; inhibition, % at 9.99 µM; 0.096% of 360,000 active; AID 602481; in the data active = inhibition above about 40%; inconclusive = no clear call, values can overlap the other calls
# Mtb FBA inh: inhibitors of M. tuberculosis fructose-bisphosphate aldolase; P9WQA3; purified M. tuberculosis FBA, fluorescence read-out; inhibition, % at 1 µM; 2.3% of 360,000 active; AID 588726; in the data active = inhibition above about 27%;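 also: 0% = vehicle and 100% = reference inhibitor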
# * marks the source's active call; other numbers are inactive results; ? = inconclusive; · = not tested or not shown. Rule as the data show it, unless noted: active = inhibition above about 30%; inactive = the rest. The order is random (roughly 4.9% active in at least one column).
compound,Rv3671c protease,CCHF vOTU inh,GDH-TPI inh,UGM FP inh,FadD28 binding,BoNT F protease,MazEF act,DUSP3 inh,Mtb BioA inh,Mtb FBA inh
COc1ccc(NC(=O)CSc2nc3ccsc3c(=O)n2CCC(=O)O)cc1,·,-6,4,·,-0.3,0,4,·,2.8,0
COc1ccc(C(=O)Nc2ccccc2C(=O)N/N=C/c2ccccc2OC)cc1,-52,22,27,-1.7,-3.2,-3,-17,-1,-1.9,-4
Cc1c(N2C(=O)/C(=C3/C(=O)N(C)c4ccccc43)SC2=S)c(=O)n(-c2ccccc2)n1C,2,3,10,-0.1,-1.6,-10,9,24,-1.6,1
ClCCn1c(CCl)nc2ccc(Cl)cc21,·,1,1,·,-3.1,-2,10,·,·,-1
CCc1nnc(NC(=O)CSc2nc(C)cc(C)c2C#N)s1,-2,-4,5,-2.6,-0.7,-4,-13,16,0.6,14
Cc1ccc(/C=N/NC(=O)Cn2nc(C)c([N+](=O)[O-])c2C)o1,-5,9,9,4.0,-0.6,1,-6,-4,·,-2
COc1cc(CN2CCCC(C(=O)c3ccccc3SC)C2)cc(OC)c1 (stereo not drawn),-5,1,-2,1.2,-1.7,-4,-7,21,-1.3,-1
NCCOc1ccccc1OCCN,3,-14,5,-0.6,-0.1,-7,4,9,0.3,-2
CC(=O)N(/N=C1\Sc2ccccc2C1=O)c1ccc(C)cc1C,-26,4,0,4.5,0.2,-4,-7,21,·,-5
CCc1ccc(OCc2nc(-c3ccccn3)no2)c(Br)c1,4,-7,-7,3.8,-2.1,-4,3,-16,0.8,-1
C[C@H](NC(=O)c1[nH]cnc1C(=O)N[C@@H](C)CO)c1ccccc1,·,-1,-2,·,-2.4,-2,4,·,0.6,-3
COC(=O)Cc1ccc(NC(=S)NCc2ccc(OC)cc2)cc1,-5,-12,-4,2.0,0.4,-4,6,32,2.5,0
Cc1ccc(CN2CC(C(=O)N3CCN(S(=O)(=O)c4ccc(C(C)C)cc4)CC3)CC2=O)cc1 (stereo not drawn),5,11,-11,2.0,-3.2,12,3,·,0.5,-3
CN(C)Cc1nc2ccccc2c(=O)n1Cc1nc(-c2cc3ccccc3o2)cs1,-6,-8,8,1.9,-2.6,17,-9,15,-1.1,-2
CN(C)N1C(N)=C(C#N)C(c2ccc(F)cc2)C2=C1CC(C)(C)CC2=O (stereo not drawn),4,30*,1,-1.1,-0.2,9,-3,-3,-2.1,0
O=C(CSc1ccccn1)c1ccc(F)cc1,2,10,5,-1.2,-3.7,-9,-2,13,-2.4,-4
CCOC(=O)c1ccc2c(c1)NCc1cccc(OC)c1O2,0,-4,1,1.2,-1.2,-24,-2,13,2.3,0
COC(=O)CSc1nc2ccc(C)cc2cc1C#N,-5,-4,-10,-3.7,-5.2,0,901*,50,·,-2
CC1=CC(C)(C)N(C(=O)c2ccccc2)c2ccccc21,-3,3,15,2.1,0.5,4,-4,-1,-0.2,2
Cc1[nH]nc2c1C(c1ccsc1C)C(C#N)=C(N)O2 (stereo not drawn),2,14,10,4.1,-2.9,-8,-1,-6,·,-5
Cn1cccc1C(=O)C(=O)Nc1ccc(Cl)cc1,7,16,20,2.9,-1.8,-18,0,8,0.6,-3
Cc1ccc2c(c1)N(S(=O)(=O)c1ccc(CN3C(=O)c4cccnc4C3=O)cc1)CCO2,-4,-11,8,3.6,-1.1,-7,5,2,-0.5,4
O=C(N=C1SC2CS(=O)(=O)CC2N1c1ccc(Br)cc1Cl)C1CC1 (stereo not drawn),-9,34*,-6,-2.7,-0.6,0,-1,13,-0.7,2
O=C(NC1CC1)C1CCN(C(=O)c2ccc(Cl)cc2)CC1,-7,2,-3,-0.7,-2.7,-5,8,17,2.0,-1
CC1CCCCC1NC(=O)CCNS(=O)(=O)c1cc(Br)cnc1N (stereo not drawn),-7,2,4,0.1,1.9,0,8,-9,0.4,5
Cc1nc2ccc(F)cc2cc1C(=O)Nc1cccc(Cl)c1C,7,1,-4,1.1,-0.5,-8,6,0,·,2
O=C(O)c1ccccc1C(=O)OCCCCOC(=O)c1ccccc1C(=O)O,2,-3,-1,11*,-0.6,-4,-6,19,-1.8,-1
O=C(Cn1cnc2c(nnn2-c2ccccc2)c1=O)NCc1ccc(F)cc1,-10,9,11,0.1,0.7,-1,-2,26,-1.5,2
COc1ccc(CN2C(=O)c3ccccc3C2C(=O)NC2CCCC2)c(OC)c1 (stereo not drawn),6,-7,7,-0.2,-0.9,9,5,6,-1.2,2
O=C(c1ccc(OC2CCN(C/C=C/c3ccc(F)cc3)CC2)cc1)N1CCCC1,1,-2,0,1.3,1.1,-5,-3,20,3.4,2
CCOC(=O)c1ccc(-c2ccc3c(=O)c4ccccc4n(C)c3c2)cc1F,-11,0,13,0.5,-3.4,6,-38,20,-0.1,57*
Cc1cc(C(=O)OC(C)C(=O)NC2CCCCC2C)c(C)o1 (stereo not drawn),-1,3,0,0.5,-1.1,-22,4,·,-0.8,0
CCc1cc(=O)oc2cc(C)cc(OCC(=O)NCCCn3ccnc3)c12,2,-20,4,0.9,0.9,-1,-5,21,2.9,61*
CS(=O)(=O)N(CCC#N)Cc1ccc(C=O)o1,7,-12,-5,-0.9,-2.3,-6,-19,16,-1.3,0
O=C(O)c1cccc(NS(=O)(=O)c2cc(S(=O)(=O)c3ccc(Cl)cc3)ccc2Cl)c1,-6,8,6,0.4,0.9,-3,4,-40,-0.8,8
CC(C)(C)NCc1ccccc1OCc1cccs1,3,18,18,-1.9,0.5,-3,-4,-15,·,0
O=C(Cc1cccs1)Nc1nc(-c2cccnc2)cs1,-2,-14,16,-5.0,-2.4,2,-6,31,-1.8,3
CCOC(=O)c1c(NC(=O)CSc2nnc(-c3ccncc3)n2Cc2ccco2)sc(C(C)=O)c1C,·,-2,13,·,0.7,-5,-12,·,·,0
CCCn1ncc(CN2CCC(CO)(CC3CCCCO3)CC2)c1C (stereo not drawn),0,1,6,-3.5,-2.4,-3,8,16,·,1
COc1cc(C(=O)Nc2ccc3c(c2)CCN3C(C)=O)cc(OC)c1OC,-4,8,7,0.3,-4.4,0,-19,-2,·,0
Cc1noc(C)c1S(=O)(=O)Nc1ccc(C(=O)Nc2ccc(OC(F)(F)F)cc2)cc1,-48,16,6,1.5,1.4,6,3,2,0.6,1
CCc1nc(SCC(=O)NCCc2ccccc2)c2oc3ccccc3c2n1,7,-19,0,-0.1,-1.3,-15,-9,17,-1.9,3
O=C(OCC(=O)N1CCCC1=O)C1CCN(S(=O)(=O)c2ccc(Cl)c(C(F)(F)F)c2)CC1,1,3,-9,1.2,0.3,-4,-1,·,-4.5,4
O=[N+]([O-])c1ccc(C(=Nc2ccccc2)N2CC2)cc1,·,6,13,·,-1.5,-3,4,·,·,-2
c1ccc(CCn2nnnc2C(c2cccnc2)N2CCN(c3ccccc3)CC2)cc1 (stereo not drawn),3,-13,-6,1.4,-3.3,0,-5,1,10,-3

# Ordered by SMILES length (lowest first): some entries from above
compound,Rv3671c protease,CCHF vOTU inh,GDH-TPI inh,UGM FP inh,FadD28 binding,BoNT F protease,MazEF act,DUSP3 inh,Mtb BioA inh,Mtb FBA inh
CS(=O)(=O)N(CCC#N)Cc1ccc(C=O)o1,7,-12,-5,-0.9,-2.3,-6,-19,16,-1.3,0
O=C(Cc1cccs1)Nc1nc(-c2cccnc2)cs1,-2,-14,16,-5.0,-2.4,2,-6,31,-1.8,3
CCCn1ncc(CN2CCC(CO)(CC3CCCCO3)CC2)c1C (stereo not drawn),0,1,6,-3.5,-2.4,-3,8,16,·,1
O=[N+]([O-])c1ccc(C(=Nc2ccccc2)N2CC2)cc1,·,6,13,·,-1.5,-3,4,·,·,-2
CCc1nc(SCC(=O)NCCc2ccccc2)c2oc3ccccc3c2n1,7,-19,0,-0.1,-1.3,-15,-9,17,-1.9,3
CCc1cc(=O)oc2cc(C)cc(OCC(=O)NCCCn3ccnc3)c12,2,-20,4,0.9,0.9,-1,-5,21,2.9,61*
c1ccc(CCn2nnnc2C(c2cccnc2)N2CCN(c3ccccc3)CC2)cc1 (stereo not drawn),3,-13,-6,1.4,-3.3,0,-5,1,10,-3
CCOC(=O)c1c(NC(=O)CSc2nnc(-c3ccncc3)n2Cc2ccco2)sc(C(C)=O)c1C,·,-2,13,·,0.7,-5,-12,·,·,0
O=C(OCC(=O)N1CCCC1=O)C1CCN(S(=O)(=O)c2ccc(Cl)c(C(F)(F)F)c2)CC1,1,3,-9,1.2,0.3,-4,-1,·,-4.5,4

# (next part)
compound,Rv3671c protease,CCHF vOTU inh,GDH-TPI inh,UGM FP inh,FadD28 binding,BoNT F protease,MazEF act,DUSP3 inh,Mtb BioA inh,Mtb FBA inh
c1ccc(SCCOCCN2CCc3ccccc3C2)cc1,1,5,3,2.0,-1.1,3,4,-2,·,1
Cc1cc(NC(=O)CSc2nnnn2-c2cc(Cl)ccc2C)no1,4,2,4,0.4,-2.0,-5,5,12,·,1
O=c1cc(C(F)(F)F)[nH]c(=O)n1C1CCCCC1,-2,-6,6,3.2,-1.0,0,-4,13,1.3,0
COC(=O)C1=C(C(=O)OC)[C@@H]2N(Cc3ccccc3)c3ccccc3[C@@]23C[C@@H](C(=O)OC)N(C(=O)c2ccc(Br)cc2)C3=N1,-1,·,14,-4.0,0.1,-6,0,-7,0.6,-1
COc1cccc(Nc2nc(C(N)c3ccccc3)cs2)n1 (stereo not drawn),·,-8,0,·,-2.0,-15,·,·,1.1,-2
CCc1ccc(S(=O)(=O)NC(=S)NC2CCCCC2)cc1,4,4,3,0.4,-1.3,-5,-4,0,·,5
CCCC(=O)Nc1cc(C(=O)O)ccc1Sc1ccc(C)cc1,3,-6,-6,1.1,-3.8,-5,-4,-29,·,5
S=C1N(c2ccccc2)C(c2ccc(Br)cc2)N2CCCN12 (stereo not drawn),-8,-4,21,0.0,-1.6,?,2,6,0.5,-3
O=C(NNC(=O)C1CCN(S(=O)(=O)c2ccc(Cl)cc2)CC1)c1ccccc1O,21,-15,10,-1.3,-2.7,-4,-20,·,0.9,16
C=CCn1c(=O)c2c3c(sc2n2c(Nc4ccccc4)nnc12)CCCC3,-8,13,10,-2.4,-0.2,·,7,27,0.5,7
CC1=CC(C)(C)N2C(=O)C3(C(C#N)=C(N)Oc4cc(C)oc(=O)c43)c3cccc1c32 (stereo not drawn),4,3,9,-0.4,-3.4,4,4,37,-0.8,1
CCN(CC(=O)NCc1cccs1)C(=O)COc1ccc(C(N)=O)cc1,8,5,-3,·,-1.2,-1,8,·,0.9,-1
Cc1ccc(-c2csc(N3CCC[C@@H]3C(=O)NCCn3c(C(F)(F)F)nc4ccccc43)n2)cc1,3,20,-6,-0.1,1.8,-2,-22,10,-5.0,6
CCOc1ccc(/C=N/NC(=O)CSc2n[nH]c(=O)[nH]c2=O)cc1OC,2,6,11,-0.1,0.0,-5,-3,2,-0.1,-3
CN(C)/C=C(/C(=O)c1ccccc1)S(=O)(=O)c1ccc(Cl)cc1,2,1,5,-2.2,0.1,9,5,21,·,-1
Cc1cccc(C)c1OCC(=O)OC/C(O)=C(\C#N)c1nc2ccccc2[nH]1,-2,-5,11,·,-2.1,-7,2,22,-1.7,4
COc1ccccc1NC(=O)CCc1nnc2ccc(N3CCC4(CC3)OCCO4)nn12,-6,6,9,1.9,-0.9,-4,-5,1,·,5
